High-throughput results from PubChem.
Rab2A wt mod: changes GTP binding to wildtype dog Rab2A, up or down. P61105. GTP binding activity, % at 10 µM. GST-Rab2 wt beads, Bodipy-GTP binding, flow cytometry. 190,000 compounds, 0.19% hits. AID 760;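 active = GTP binding activity at least 20 points away from 100%, either lowered or raised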;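 note: 0% = beads with excess unlabeled GTP and 100% = no-compound control corrected for plate trend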
Cdc42 wt: changes GTP binding to wildtype human Cdc42 | 190,000 compounds, 0.2% hits | P60953 | AID 761 | percent activity (GTP binding), % at 10 µM | GST-Cdc42 beads, Bodipy-GTP binding, flow cytometry; actives lie on both sides;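 active = percent activity GTP binding at least 20 points away from the 100% baseline, either down as inhibitor or up as activator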;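 note: median bead fluorescence of bound Bodipy-FL-GTP at 100 nM; 0% = excess unlabeled GTP control and 100% = no compound control; below 100% means less GTP binding so inhibitor and above means activator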
Target sequence (P60953 whole entry, looked up): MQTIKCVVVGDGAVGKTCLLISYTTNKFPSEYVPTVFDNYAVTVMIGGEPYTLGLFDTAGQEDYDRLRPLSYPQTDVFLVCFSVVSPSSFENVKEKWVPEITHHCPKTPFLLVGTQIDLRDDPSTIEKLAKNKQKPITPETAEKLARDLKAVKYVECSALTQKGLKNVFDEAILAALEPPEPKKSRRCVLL
Rac1 wt modul: human Rac1 wildtype GTP binding, inhibitors and activators; GTP binding activity (% of control), % at 10 µM; AID 757; GST-Rac1 beads, fluorescent GTP binding, flow cytometry; actives lie on both sides; 0 = cold GTP competed, 100 = untreated; 190,000 compounds, 0.27% hits; P63000;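 active = GTP binding activity at least 20 points away from the 100% control level, either lower or higher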
Rab7 wt modul: modulators of GTP binding to dog Rab7 wildtype GTPase. GTP binding activity (percent of control), % at 10 µM. 190,000 compounds, 0.055% hits. AID 758. GST-Rab7 beads, fluorescent GTP binding, flow cytometry; actives lie on both sides; untreated = 100%, excess cold GTP = 0%;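 active = fluorescent GTP binding to Rab7 beads changed by at least 20 points from the 100% baseline, either direction, mostly lower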;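 note: median green fluorescence of bound Bodipy-FL-GTP per Rab7 bead population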
Bcl-XL Bim block: human Bim-Bcl-XL interaction inhibition. Q07817. Bim peptide-Bcl-XL binding, bead flow cytometry, fluorescence. inhibition, % at 10 µM. 190,000 compounds, 0.04% hits
Bim-Bfl-1: human Bim-Bfl-1 interaction inhibition; inhibition, % at 10 µM; 190,000 compounds, 0.12% hits; Q16548; Bead-based flow cytometry, Bim-Bfl-1 binding inhibition;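 note: 0% = wells without compound plus tracer and 100% = blocker peptide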
Rac1 act GTP bind: alters GTP binding to activated mutant human Rac1. GST-Rac1 activated beads, fluorescent GTP binding, flow cytometry; actives lie on both sides; 100% means binding = to untreated wells. percent activity (GTP binding), % at 10 µM. P63000. 190,000 compounds, 0.11% hits;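 active = GTP binding at least 20 percentage points away from the 100% baseline, in either direction, so actives lie on both sides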
Bim-Bcl-B: disrupts Bim peptide binding to human Bcl-B; Q9HD36; 190,000 compounds, 0.073% hits; bead-based flow cytometry; inhibition, % at 10 µM;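 note: 0% = tracer peptide without compound and 100% = reference inhibitor peptide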
Target sequence (Q9HD36 whole entry, looked up): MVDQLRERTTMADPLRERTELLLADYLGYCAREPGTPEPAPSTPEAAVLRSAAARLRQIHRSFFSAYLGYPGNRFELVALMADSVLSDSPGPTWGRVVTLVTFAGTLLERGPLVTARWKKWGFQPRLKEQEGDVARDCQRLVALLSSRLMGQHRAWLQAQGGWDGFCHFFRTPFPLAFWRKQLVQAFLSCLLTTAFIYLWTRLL
Bcl-W Bim block: human Bim-Bcl-W interaction inhibition; AID 952; bead-based flow cytometry, Bim peptide-Bcl-W binding; 190,000 compounds, 0.02% hits; inhibition, % at 10 µM; Q92843;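 note: 0% = bound tracer without compound and 100% = peptide blocker; higher means less fluorescent Bim peptide bound to Bcl-W beads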
Target sequence (Q92843 whole entry, looked up): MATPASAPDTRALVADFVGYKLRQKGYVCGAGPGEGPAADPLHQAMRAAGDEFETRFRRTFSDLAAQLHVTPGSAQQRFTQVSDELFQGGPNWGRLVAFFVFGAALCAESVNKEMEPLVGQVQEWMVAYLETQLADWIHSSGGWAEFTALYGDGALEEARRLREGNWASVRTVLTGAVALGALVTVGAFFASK
Bim-Bcl-2: inhibitors of Bim-Bcl-2 interaction, human; AID 950; Bead-based flow cytometry, Bim peptide-Bcl-2 binding; inhibition, % at 10 µM; P10415; 190,000 compounds, 0.06% hits; in the data active = inhibition above about 40%;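 note: 0% = no compound wells with probe peptide and 100% = reference peptide inhibitor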
Target sequence (P10415 whole entry, looked up): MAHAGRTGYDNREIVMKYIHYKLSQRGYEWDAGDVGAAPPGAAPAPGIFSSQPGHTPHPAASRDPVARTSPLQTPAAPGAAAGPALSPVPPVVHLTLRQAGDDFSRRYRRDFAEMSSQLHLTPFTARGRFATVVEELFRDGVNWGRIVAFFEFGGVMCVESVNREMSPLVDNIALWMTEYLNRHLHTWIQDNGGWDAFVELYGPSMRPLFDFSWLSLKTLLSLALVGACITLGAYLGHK
HRas wt GTP: modulators of GTP binding to human HRas wildtype. GST-Ras wt beads, Bodipy-FL-GTP binding, flow cytometry; actives lie on both sides. 190,000 compounds, 0.14% hits. P01112. GTP binding activity, % at 10 µM. AID 759;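 active = GTP binding activity at least 20% away from the 100% baseline, either lowered as inhibitor or raised as activator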;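 note: 0% = unlabeled GTP competition control and 100% = no-compound control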
Target sequence (P01112 whole entry, looked up): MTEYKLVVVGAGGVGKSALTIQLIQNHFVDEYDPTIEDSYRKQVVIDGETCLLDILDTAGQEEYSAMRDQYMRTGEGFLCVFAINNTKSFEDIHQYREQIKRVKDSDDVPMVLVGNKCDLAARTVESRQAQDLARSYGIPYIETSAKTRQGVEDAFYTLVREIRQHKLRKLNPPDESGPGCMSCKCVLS
* = called active by the depositor. Cut-off read from the data, not from the text of the source, unless noted: active = inhibition above about 40%.

SMILES | Rab2A wt mod | Cdc42 wt | Rac1 wt modul | Rab7 wt modul | Bcl-XL Bim block | Bim-Bfl-1 | Rac1 act GTP bind | Bim-Bcl-B | Bcl-W Bim block | Bim-Bcl-2 | HRas wt GTP
O=[N+]([O-])c1cc(C(F)(F)F)cc([N+](=O)[O-])c1NN=C1CCCCC1 | 99.0 | 100.0 | 101.0 | 98.0 | -4.0 | -5.0 | 97.0 | -13.0 | -2.0 | -3.0 | 100.0
O=C(O)c1cccc(NS(=O)(=O)c2ccc(NC(=O)c3ccco3)cc2)c1 | 92.0 | 106.0 | 89.0 | 102.0 | -4.0 | -4.0 | 93.0 | 0.0 | 0.0 | -4.0 | 95.0
Cc1ccccc1NC(=S)N=Nc1c(O)n(C)c2ccc(S(=O)(=O)N3CCOCC3)cc12 | 100.0 | 100.0 | 105.0 | 101.0 | -4.0 | 0.0 | 98.0 | -10.0 | -3.0 | -1.0 | 102.0
COc1ccc2cc3cc(C(=O)N4CCN(c5ccccc5)CC4)oc3nc2c1 | 96.0 | 95.0 | 97.0 | 94.0 | -1.0 | 9.0 | 97.0 | 3.0 | -4.0 | 1.0 | 94.0
O=C(Cn1c(=O)sc2ccccc21)Nc1ccc(S(=O)(=O)N2CCCC2)cc1 | 95.0 | 98.0 | 94.0 | 94.0 | -6.0 | -8.0 | 94.0 | -7.0 | -2.0 | -15.0 | 95.0
COc1cccc(-c2nc(-c3ccccc3)nc(N3CCN(C)CC3)c2C#N)c1 | 94.0 | 97.0 | 97.0 | 91.0 | -2.0 | -4.0 | 96.0 | -4.0 | -4.0 | -3.0 | 95.0
COc1cccc(CC(=O)Nc2nc(C)cs2)c1 | 97.0 | 93.0 | 94.0 | 95.0 | -12.0 | 0.0 | 95.0 | -1.0 | -9.0 | -3.0 | 95.0
O=S1(=O)N=CN(Cc2cccc(F)c2)c2ccccc21 | 102.0 | 102.0 | 104.0 | 98.0 | -11.0 | -22.0 | 100.0 | -8.0 | -7.0 | -16.0 | 100.0
COc1ccccc1C(=O)O/N=C(/C)c1ccc(N2C(=O)C3CCCCC3C2=O)cc1 (stereo not given) | 95.0 | 96.0 | 93.0 | 95.0 | 0.0 | -1.0 | 96.0 | 0.0 | -3.0 | -3.0 | 99.0
Nc1nc(SCC(=O)O)[nH]c(=O)c1NC(=O)c1ccccc1F | 98.0 | 96.0 | 100.0 | 103.0 | 0.0 | -3.0 | 97.0 | -2.0 | 0.0 | -1.0 | 97.0
Cc1ccc(C2(C)CC(C)(C)N(C(=O)CSc3nnc(C)s3)c3ccccc32)cc1 (stereo not given) | 99.0 | 98.0 | 103.0 | 100.0 | -2.0 | 2.0 | 98.0 | -6.0 | 0.0 | 1.0 | 98.0
CCOC(=O)c1ccccc1NC(=O)CSc1nnc(C(C)C)n1CC | 99.0 | 98.0 | 102.0 | 104.0 | -5.0 | -3.0 | 99.0 | -3.0 | -3.0 | 1.0 | 98.0
COc1ccc(NC(=S)NCCc2ccc(F)cc2)c(OC)c1 | 99.0 | 101.0 | 105.0 | 99.0 | -5.0 | -2.0 | 95.0 | -4.0 | -4.0 | -3.0 | 99.0
Cc1occc1C(=O)NNC(=O)Cc1ccccc1 | 98.0 | 98.0 | 96.0 | 98.0 | 0.0 | 0.0 | 94.0 | 2.0 | 0.0 | 4.0 | 100.0
O=S(=O)(c1ccc2nc(SCc3ccc(Cl)cc3)[nH]c2c1)N1CCOCC1 | 96.0 | 96.0 | 100.0 | 95.0 | -2.0 | -3.0 | 98.0 | -2.0 | 0.0 | -3.0 | 97.0
COc1ccc(CNC(=O)C(c2ccncc2)N(C(=O)Cc2cccs2)c2cccc(C)c2)cc1 (stereo not given) | 97.0 | 99.0 | 106.0 | 95.0 | -5.0 | 3.0 | 95.0 | -3.0 | 0.0 | -5.0 | 97.0
CCCCN(C(=O)NC(=O)Nc1ccccc1C)S(C)(=O)=O | 102.0 | 103.0 | 100.0 | 105.0 | 0.0 | 1.0 | 99.0 | 0.0 | 0.0 | 1.0 | 101.0
CN(C)c1ccc(/C=C/c2cc[n+]([O-])cc2)cc1 | 102.0 | 101.0 | 97.0 | 98.0 | -5.0 | 0.0 | 98.0 | 0.0 | 3.0 | 0.0 | 101.0
COc1cc(/C=N/NC(=O)c2c(-c3ccccc3)noc2C)cc(OC)c1OC | 101.0 | 102.0 | 103.0 | 100.0 | -3.0 | -12.0 | 99.0 | -3.0 | 0.0 | -1.0 | 101.0
O=S(=O)(Cc1ccccc1)c1ccccc1-c1nnc(-c2ccccc2)o1 | 101.0 | 101.0 | 100.0 | 99.0 | 4.0 | 7.0 | 98.0 | -1.0 | 4.0 | 1.0 | 100.0

Four entries already listed, sorted by heavy-atom count, ascending:
SMILES | Rab2A wt mod | Cdc42 wt | Rac1 wt modul | Rab7 wt modul | Bcl-XL Bim block | Bim-Bfl-1 | Rac1 act GTP bind | Bim-Bcl-B | Bcl-W Bim block | Bim-Bcl-2 | HRas wt GTP
Cc1occc1C(=O)NNC(=O)Cc1ccccc1 | 98.0 | 98.0 | 96.0 | 98.0 | 0.0 | 0.0 | 94.0 | 2.0 | 0.0 | 4.0 | 100.0
O=S1(=O)N=CN(Cc2cccc(F)c2)c2ccccc21 | 102.0 | 102.0 | 104.0 | 98.0 | -11.0 | -22.0 | 100.0 | -8.0 | -7.0 | -16.0 | 100.0
COc1cccc(-c2nc(-c3ccccc3)nc(N3CCN(C)CC3)c2C#N)c1 | 94.0 | 97.0 | 97.0 | 91.0 | -2.0 | -4.0 | 96.0 | -4.0 | -4.0 | -3.0 | 95.0
COc1ccc(CNC(=O)C(c2ccncc2)N(C(=O)Cc2cccs2)c2cccc(C)c2)cc1 (stereo not given) | 97.0 | 99.0 | 106.0 | 95.0 | -5.0 | 3.0 | 95.0 | -3.0 | 0.0 | -5.0 | 97.0

Continuation:
SMILES | Rab2A wt mod | Cdc42 wt | Rac1 wt modul | Rab7 wt modul | Bcl-XL Bim block | Bim-Bfl-1 | Rac1 act GTP bind | Bim-Bcl-B | Bcl-W Bim block | Bim-Bcl-2 | HRas wt GTP
CCN(CC)c1ncnc2scc(C3COc4ccccc4O3)c12 (stereo not given) | 95.0 | 95.0 | 99.0 | 94.0 | -10.0 | -3.0 | 94.0 | -4.0 | -5.0 | -7.0 | 97.0
CCCCOc1ccccc1Cn1c(=O)oc2ccccc21 | 102.0 | 102.0 | 104.0 | 95.0 | -13.0 | -23.0 | 100.0 | -13.0 | -8.0 | -16.0 | 100.0
CCOc1cc2c(cc1OCC)C(C(=O)O)C(c1cc(OC)c(OC)c(OC)c1)N(C)C2=O (stereo not given) | 106.0 | 105.0 | 106.0 | 107.0 | -5.0 | -3.0 | 102.0 | -1.0 | 0.0 | -1.0 | 106.0
Cc1cc(C)n(-c2ncnc3sc(C)c(C)c23)n1 | 103.0 | 107.0 | 105.0 | 100.0 | -1.0 | 0.0 | 104.0 | 0.0 | -1.0 | -4.0 | 105.0
COc1ccc(NC(=O)Cn2nc(C)c([N+](=O)[O-])c2C)cn1 | 97.0 | 97.0 | 96.0 | 101.0 | 0.0 | -2.0 | 96.0 | -4.0 | -1.0 | 0.0 | 99.0
COc1ccccc1N(C(=O)CNC(=O)c1ccco1)C(C(=O)NC1CCCC1)c1ccncc1 (stereo not given) | 101.0 | 102.0 | 107.0 | 100.0 | -4.0 | 3.0 | 99.0 | -1.0 | -3.0 | -5.0 | 104.0
COc1ccccc1NC(=O)Nc1ncccc1C | 100.0 | 105.0 | 107.0 | 102.0 | -7.0 | -28.0 | 99.0 | -11.0 | -6.0 | -5.0 | 102.0
Cc1ccc(-c2nc3c(=O)n(C)c4ccccc4c3o2)cc1 | 93.0 | 95.0 | 93.0 | 96.0 | -3.0 | -1.0 | 94.0 | -9.0 | -6.0 | -3.0 | 96.0
Cc1cc(C)c(NC(=O)CS(=O)CC(=O)N2CCN(c3ccc(F)cc3)CC2)c(C)c1 (stereo not given) | 100.0 | 96.0 | 99.0 | 100.0 | -4.0 | -3.0 | 98.0 | 0.0 | -4.0 | -2.0 | 98.0
O=C(NC1CCS(=O)(=O)C1)N1CCCCC1 (stereo not given) | 100.0 | 98.0 | 101.0 | 102.0 | -6.0 | -12.0 | 96.0 | -5.0 | 4.0 | -9.0 | 103.0
CCNS(=O)(=O)c1cc(Br)ccc1OC | 98.0 | 102.0 | 103.0 | 97.0 | -6.0 | -8.0 | 99.0 | -8.0 | 0.0 | -2.0 | 100.0
Cc1ccc(Nc2nc(NCCCN3CCOCC3)nc(N)c2[N+](=O)[O-])cc1C | 105.0 | 104.0 | 105.0 | 104.0 | -10.0 | -3.0 | 100.0 | -5.0 | -5.0 | -4.0 | 103.0
O=C(/C(=C(/[O-])c1ccccc1)[n+]1ccccc1)c1ccc([N+](=O)[O-])cc1 | 98.0 | 99.0 | 105.0 | 100.0 | -4.0 | 0.0 | 100.0 | -2.0 | 0.0 | 0.0 | 98.0
COc1ccc(N(CC(=O)Nc2ccc3c(c2)OCO3)S(=O)(=O)c2ccccc2)c(OC)c1 | 101.0 | 97.0 | 101.0 | 104.0 | -5.0 | -16.0 | 98.0 | -9.0 | -2.0 | -14.0 | 98.0
Cc1ccc2nc(C)c(C(=O)N/N=C/c3ccc(C(=O)O)cc3)cc2c1 | 99.0 | 99.0 | 101.0 | 101.0 | -3.0 | 3.0 | 98.0 | 0.0 | -1.0 | 1.0 | 99.0
CCC(C)NC(=O)CCc1c(C)nc2nc(-c3cc(OC)cc(OC)c3)nn2c1C (stereo not given) | 96.0 | 99.0 | 99.0 | 99.0 | -11.0 | -10.0 | 98.0 | -6.0 | -5.0 | -15.0 | 96.0
O=C1CCC(/C=C/c2ccccc2)=NN1Cc1ccc(Cl)c(Cl)c1 | 96.0 | 97.0 | 97.0 | 96.0 | -8.0 | -1.0 | 93.0 | -4.0 | 0.0 | -2.0 | 96.0
Cc1cnc([N+](=O)[O-])n1CCOC(=O)NC(=O)c1ccc(C(F)(F)F)cc1 | 100.0 | 104.0 | 104.0 | 108.0 | -3.0 | -6.0 | 100.0 | -1.0 | -1.0 | -2.0 | 100.0
COc1cc(OC)c(C2=NOC(C(=O)NCCc3ccccc3)C2)cc1Cl (stereo not given) | 99.0 | 103.0 | 104.0 | 101.0 | -3.0 | -6.0 | 96.0 | -16.0 | -3.0 | -10.0 | 98.0
COc1cccc(NC(=S)N2CCCC2)c1 | 103.0 | 100.0 | 100.0 | 98.0 | 0.0 | -1.0 | 100.0 | 0.0 | 0.0 | -4.0 | 100.0
O=C(Nc1ccn(Cc2c(F)c(F)cc(F)c2F)n1)c1cccc(Cn2cc([N+](=O)[O-])cn2)c1 | 102.0 | 104.0 | 105.0 | 100.0 | -2.0 | -2.0 | 101.0 | -1.0 | -2.0 | -6.0 | 102.0
O=C(NC1CCCC1)C(c1ccncc1)N(C(=O)Cc1cccs1)c1ccccc1 (stereo not given) | 100.0 | 98.0 | 100.0 | 104.0 | -4.0 | -9.0 | 95.0 | -4.0 | -1.0 | -2.0 | 99.0
CCOc1cc(C2Nc3ccccc3C(=O)N2c2ccccc2)c(Br)cc1OCC(=O)O (stereo not given) | 99.0 | 101.0 | 103.0 | 100.0 | -5.0 | 0.0 | 98.0 | -2.0 | 0.0 | -1.0 | 101.0
